Screening data (PubChem)
DAGLB inhibitor = DAGLB lipase inhibitors, primary screen, biochemical, fluorescence, HTS; inhibition, % at 5.17 µM; Diacylglycerol lipase-beta (Homo sapiens), Q8NCG7; 0.059% of 340,000 active; HEK293T DAGLB membrane lysate, EnzChek fluorogenic substrate; in the data active means inhibition above about 34%;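 further: 0% = enzyme with vehicle and 100% = wells lacking enzyme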
Arr AP2 block = inhibitors of beta-arrestin/AP2 binding, primary screen, biochemical, GPCR trafficking, flow cytometry; beta-arrestin 1 C-terminal peptide binding to AP2 beta2-adaptin appendage (human); FITC-arrestin peptide / GST-AP2 beads; AP2 beta2 appendage carries R879A mutation; inhibition, % at 10 µM; 0.31% of 340,000 active; AID 504490, 2011;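 active means inhibition above a set limit, near 3 SD of compounds lacking own fluorescence, cut at about 54% in these data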;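 further: plate controls were DMSO wells for no effect and 5 µM unlabelled arrestin peptide for full effect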
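Measured by: flow cytometry, FL1 (488/535 nm); Material: AP2 appendage R879A on GSH beads; Evaluation: percent response; Timing: pre-incubation 12 min, peptide binding 1 h, room temperature; Also added: 50 nM FITC-arrestin peptide; Medium: PBS with 0.05% Tween 20 and 0.1% BSA.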
C-LANA FP = inhibitors of KSHV C-LANA binding to DNA, primary screen, biochemical, fluorescence polarization, FAM-LBS DNA, MBP-C-LANA, single point | AID 504423, 2011 | 0.078% of 340,000 active | Kaposi's sarcoma herpesvirus LANA C-terminal domain (residues 932-1162) DNA binding | inhibition, % at 9 µM;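 active means highest replicate inhibition at or above 60% at 9 µM, even if other replicates fall short; inactive means all replicates below 60% inhibition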;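 further: 0% = neutral control wells and 100% = 4 µM acridine orange control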
RTF Ca sens inh = cardiac RTF calcium sensitivity inhibitors, primary screen, biochemical, IANBD-TnC fluorescence, EC70 calcium; Troponin I, cardiac muscle (Homo sapiens) + Troponin T, cardiac muscle (Homo sapiens) + …; IANBD-labeled cardiac RTF, Ca2+ fluorescence; inhibition, % at 7.15 µM; 0.12% of 340,000 active;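 active means inhibition above the mean inhibition of all tested compounds plus 3 SD, cut at about 17% in these data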;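 further: assay run at fixed EC70 calcium of 1.6 mM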
PvdQ inh = P. aeruginosa PvdQ acylase inhibitors, primary screen, biochemical, fluorescence, plate reader and imaging, single point; PvdQ acylase [Pseudomonas aeruginosa LESB58]; purified PvdQ acylase; inhibition, % at 10 µM; 0.063% of 340,000 active; AID 488965, 2010; in the data active means inhibition above about 30%, passing the limit was not always enough;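 further: 0% = vehicle neutral wells and 100% = reference inhibitor wells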
Keap1 Nrf2 FP = Keap1-Nrf2 protein-protein interaction inhibitors, primary screen, biochemical, fluorescence polarization, single point; Kelch-like ECH-associated protein 1 (Homo sapiens), Q14145; Keap1 Kelch-Nrf2 peptide fluorescence polarization, 1536-well; inhibition, % at 9.4 µM; 0.15% of 340,000 active; in the data active means inhibition above about 12%;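 further: human Keap1 Kelch domain with fluorescein labeled Nrf2 9mer peptide probe; 0% = neutral control wells and 100% = peptide positive control; higher means more block of Keap1 binding to Nrf2 peptide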
Target sequence (Q14145 whole entry, looked up, the tested form may be a part): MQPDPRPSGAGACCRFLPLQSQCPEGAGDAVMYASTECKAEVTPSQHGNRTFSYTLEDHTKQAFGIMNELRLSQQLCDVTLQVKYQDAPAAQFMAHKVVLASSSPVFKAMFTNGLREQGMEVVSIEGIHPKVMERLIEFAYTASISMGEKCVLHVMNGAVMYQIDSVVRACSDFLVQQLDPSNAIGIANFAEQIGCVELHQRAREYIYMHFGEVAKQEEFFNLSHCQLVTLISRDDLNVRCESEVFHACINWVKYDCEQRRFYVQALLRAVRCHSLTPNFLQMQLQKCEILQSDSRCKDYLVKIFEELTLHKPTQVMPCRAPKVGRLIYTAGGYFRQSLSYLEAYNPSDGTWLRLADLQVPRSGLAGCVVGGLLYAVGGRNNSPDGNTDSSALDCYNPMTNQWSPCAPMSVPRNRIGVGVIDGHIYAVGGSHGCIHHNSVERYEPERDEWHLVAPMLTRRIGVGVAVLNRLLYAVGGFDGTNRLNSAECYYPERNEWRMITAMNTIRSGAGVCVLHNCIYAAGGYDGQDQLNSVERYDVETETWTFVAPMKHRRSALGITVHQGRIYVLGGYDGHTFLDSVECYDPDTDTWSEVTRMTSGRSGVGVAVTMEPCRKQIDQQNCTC
NSD2 HMT inh = NSD2 histone methyltransferase inhibitors, primary screen, biochemical, AlphaScreen, single concentration, set 2. 0.54% of 310,000 active. NSD2 peptide methylation, 120 min. inhibition, % at 12.5 µM. Histone-lysine N-methyltransferase NSD2 (Homo sapiens), O96028; in the data active means inhibition above about 50%
PKA-R2B activ = activators of PKA-R2B holoenzyme, primary screen, biochemical, fluorescence polarization, Cy5-IP20, human; cAMP-dependent protein kinase catalytic subunit beta (Homo sapiens) + cAMP-dependent …; PKA-R2B holoenzyme dissociation; R2B truncated from residue 108, S112A mutant; 0% DMSO only, 100% 113 µM cGMP; activation, % at 11.4 µM; 0.079% of 340,000 active; AID 504700, 2011;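 active means activation above a cutoff set at the mean over all compounds plus 3 SD, cut at about 18% in these data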;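 further: higher means more holoenzyme dissociation and a rise in polarization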
SR-BI DiI-HDL act = activators of SR-BI mediated DiI-HDL uptake, primary screen, ldlA[mSR-BI] CHO cells, DiI fluorescence | 0.096% of 320,000 active | 3 h; 100 = double the neutral-control signal | activation, % at 12.5 µM | AID 504775, 2011;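 active means mean replicate activation of at least 60% and every replicate at or above 60%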;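 further: 0% = median plate neutral-control signal and 100% = twice that signal; values of inactives mirror those of a sister screen read the other way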
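system = CHO ldlA[mSR-BI] cells, LDL receptor-null, SR-BI overexpressing | medium = Ham's F12 with 0.5% BSA, HEPES 25 mM, pH 7.4 | probe or stimulus = DiI-HDL 10 µg/mL | compound dosing = single-point compound dose | incubation = compound exposure 3 h, 37 °C | technique = DiI fluorescence, bottom read | read-out = cell-associated DiI fluorescence as measure of HDL uptake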
SR-BI HDL uptake = inhibitors of SR-BI mediated HDL lipid uptake, primary screen, ldlA[mSR-BI] cells, fluorescence, single point. inhibition, % at 12.5 µM. ldlA[mSR-BI] CHO cells, DiI-HDL uptake fluorescence, 3 h. Scavenger receptor class B member 1 (Mus musculus), Q61009. AID 488896, 2010. 0.96% of 320,000 active;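 active means mean replicate inhibition of at least 70% and a set share of replicates each scoring 70 or more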;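 further: 0% = median of neutral control wells and 100% = median of positive control wells; values of inactives mirror those of a sister screen read the other way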
Target sequence (Q61009 whole entry, looked up): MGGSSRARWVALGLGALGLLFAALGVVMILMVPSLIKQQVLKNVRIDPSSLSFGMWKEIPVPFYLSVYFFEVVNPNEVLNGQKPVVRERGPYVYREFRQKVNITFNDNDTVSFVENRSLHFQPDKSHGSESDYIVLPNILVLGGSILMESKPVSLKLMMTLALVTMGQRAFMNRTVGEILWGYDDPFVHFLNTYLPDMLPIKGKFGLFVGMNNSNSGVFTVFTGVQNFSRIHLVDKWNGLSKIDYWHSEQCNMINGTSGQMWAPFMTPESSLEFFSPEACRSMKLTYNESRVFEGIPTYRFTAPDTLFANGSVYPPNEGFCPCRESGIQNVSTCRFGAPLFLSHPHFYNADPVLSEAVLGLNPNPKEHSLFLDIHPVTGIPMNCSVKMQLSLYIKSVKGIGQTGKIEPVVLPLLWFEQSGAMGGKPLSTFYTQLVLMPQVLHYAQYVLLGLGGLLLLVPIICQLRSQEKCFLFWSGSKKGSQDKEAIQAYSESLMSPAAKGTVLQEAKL
Starred values were filed as active, the others as inactive.

How did Cc1ccccc1N=CC1=C(O)c2ccccc2C1=O do in these assays?
DAGLB inhibitor: -7; Arr AP2 block: -3; C-LANA FP: -2.1; RTF Ca sens inh: -5; PvdQ inh: 5; Keap1 Nrf2 FP: -3; NSD2 HMT inh: 16; PKA-R2B activ: -7; SR-BI DiI-HDL act: -10; SR-BI HDL uptake: 10

What do the screens show for `COc1ccccc1S(=O)(=O)Cc1ccc(C(=O)N2CCN(c3cccc(Cl)c3)CC2)o1`?
DAGLB inhibitor: 1; Arr AP2 block: 1; C-LANA FP: -0.4; RTF Ca sens inh: -1; PvdQ inh: -6; Keap1 Nrf2 FP: -7; NSD2 HMT inh: -3; PKA-R2B activ: -3; SR-BI DiI-HDL act: -35; SR-BI HDL uptake: 35

What do the screens show for `CC1CCCN(C(=O)CSc2nnc(-c3ccc(O)cc3)o2)C1` (centres undefined)?
DAGLB inhibitor: 1; Arr AP2 block: 2; C-LANA FP: 0.1; RTF Ca sens inh: 1; PvdQ inh: -7; Keap1 Nrf2 FP: 0; NSD2 HMT inh: -3; PKA-R2B activ: 0; SR-BI DiI-HDL act: 25; SR-BI HDL uptake: -25

What do the screens show for `COC(=O)c1[nH]c2ccccc2c1NC(=O)c1ccccc1[N+](=O)[O-]`?
DAGLB inhibitor: 3; Arr AP2 block: 6; C-LANA FP: 0.1; RTF Ca sens inh: 4; PvdQ inh: -6; Keap1 Nrf2 FP: 3; NSD2 HMT inh: 0; PKA-R2B activ: 5; SR-BI DiI-HDL act: 10; SR-BI HDL uptake: -10

Results for CCCCCCCC(=O)Nc1cc(C(=O)NCc2ccc(C)cc2)ccc1N1CCC2(CC1)CC(c1cccc(Br)c1)=NO2 ?
DAGLB inhibitor: 2; Arr AP2 block: 2; C-LANA FP: 1.4; RTF Ca sens inh: 10; PvdQ inh: -18; Keap1 Nrf2 FP: -5; PKA-R2B activ: -4; SR-BI DiI-HDL act: 11; SR-BI HDL uptake: -11

Results for COc1ccc(N2CCN(Cc3nc(N)nc(Nc4ccccc4OC)n3)CC2)cc1 ?
DAGLB inhibitor: 4; Arr AP2 block: 22; C-LANA FP: -2.6; RTF Ca sens inh: 2; PvdQ inh: 1; Keap1 Nrf2 FP: 8; NSD2 HMT inh: 16; PKA-R2B activ: 10; SR-BI DiI-HDL act: 2; SR-BI HDL uptake: -2

What do the screens show for `O=C1CC(=O)N(c2cccc(F)c2)N1`?
DAGLB inhibitor: 11; Arr AP2 block: 22; C-LANA FP: 2.1; RTF Ca sens inh: -9; PvdQ inh: -13; Keap1 Nrf2 FP: 0; NSD2 HMT inh: -2; PKA-R2B activ: -11; SR-BI DiI-HDL act: 49; SR-BI HDL uptake: -49

Results for COc1ccc(CN=C2NN=C(c3ccc(Cl)cc3)CS2)cc1 ?
DAGLB inhibitor: -2; Arr AP2 block: 6; C-LANA FP: 0.4; RTF Ca sens inh: 0; PvdQ inh: -2; Keap1 Nrf2 FP: 3; NSD2 HMT inh: -2; PKA-R2B activ: -7; SR-BI DiI-HDL act: 8; SR-BI HDL uptake: -8

Results for Cc1ccc(S(=O)(=O)C2C(=O)N(C)C3(C)CC2c2ccccc2O3)cc1C (centres undefined) ?
DAGLB inhibitor: -5; Arr AP2 block: -10; C-LANA FP: 0.6; RTF Ca sens inh: -17; PvdQ inh: -11; Keap1 Nrf2 FP: -8; NSD2 HMT inh: -3; PKA-R2B activ: -3; SR-BI DiI-HDL act: 22; SR-BI HDL uptake: -22

How did COC(=O)Cn1c2ccc(F)cc2c2nc(C)sc21 do in these assays?
DAGLB inhibitor: -1; Arr AP2 block: 6; C-LANA FP: -0.1; RTF Ca sens inh: -5; PvdQ inh: -13; Keap1 Nrf2 FP: -1; NSD2 HMT inh: 6; PKA-R2B activ: -2; SR-BI DiI-HDL act: 5; SR-BI HDL uptake: -5

What do the screens show for `CCOc1ccc(C(CC(=O)O)NC(=O)C(c2ccccc2)c2ccccc2)cc1OC` (centres undefined)?
DAGLB inhibitor: 1; Arr AP2 block: -12; C-LANA FP: -1.3; RTF Ca sens inh: -7; PvdQ inh: -9; Keap1 Nrf2 FP: -4; NSD2 HMT inh: -3; PKA-R2B activ: -3; SR-BI DiI-HDL act: 12; SR-BI HDL uptake: -12

How did O=C(c1cccs1)N1CCC(c2nc3c(nnn3Cc3c(Cl)cccc3Cl)c(=O)[nH]2)CC1 do in these assays?
DAGLB inhibitor: 1; Arr AP2 block: -3; C-LANA FP: -1.8; RTF Ca sens inh: -3; PvdQ inh: -10; Keap1 Nrf2 FP: 0; NSD2 HMT inh: -3; PKA-R2B activ: 4

How did O=C(Cc1cccc2ccccc12)NCCC1=CCCCC1 do in these assays?
DAGLB inhibitor: -14; Arr AP2 block: 1; C-LANA FP: 0.7; RTF Ca sens inh: -7; PvdQ inh: -7; Keap1 Nrf2 FP: 10; NSD2 HMT inh: -2; PKA-R2B activ: -5; SR-BI DiI-HDL act: -1; SR-BI HDL uptake: 1

What do the screens show for `O=C(COC(=O)c1ccc2[nH]c3c(c2c1)CCCC3)Nc1ccccc1`?
DAGLB inhibitor: -2; Arr AP2 block: 7; C-LANA FP: 1.5; RTF Ca sens inh: -8; PvdQ inh: -8; Keap1 Nrf2 FP: -6; NSD2 HMT inh: 3; PKA-R2B activ: 2; SR-BI DiI-HDL act: -18; SR-BI HDL uptake: 18

How did O=C(NCc1ccccn1)/C(=N/O)c1ccccc1 do in these assays?
DAGLB inhibitor: 1; Arr AP2 block: -4; C-LANA FP: -0.7; RTF Ca sens inh: 0; PvdQ inh: -18; Keap1 Nrf2 FP: 0; NSD2 HMT inh: 0; PKA-R2B activ: -12; SR-BI DiI-HDL act: 24; SR-BI HDL uptake: -24

Results for O=S(=O)(NCc1ccco1)c1ccc(S(=O)(=O)N2CCCC2)cc1 ?
DAGLB inhibitor: 1; Arr AP2 block: 1; C-LANA FP: -0.5; RTF Ca sens inh: -5; PvdQ inh: 1; Keap1 Nrf2 FP: 1; NSD2 HMT inh: -3; PKA-R2B activ: 0; SR-BI DiI-HDL act: 20; SR-BI HDL uptake: -20

Results for CCn1ncc(Br)c1C(=O)Nc1cc([N+](=O)[O-])ccc1C ?
DAGLB inhibitor: -4; Arr AP2 block: -2; C-LANA FP: -0.7; RTF Ca sens inh: 9; PvdQ inh: -10; Keap1 Nrf2 FP: 3; NSD2 HMT inh: 0; PKA-R2B activ: 4; SR-BI DiI-HDL act: 4; SR-BI HDL uptake: -4

Results for COc1ccc2cc(CCNC(=O)c3cc4ccccc4o3)c(=O)[nH]c2c1 ?
DAGLB inhibitor: -1; Arr AP2 block: 12; C-LANA FP: -0.3; RTF Ca sens inh: -12; PvdQ inh: -13; Keap1 Nrf2 FP: 0; NSD2 HMT inh: -1; PKA-R2B activ: 9; SR-BI DiI-HDL act: 0; SR-BI HDL uptake: 0

What do the screens show for `CSc1ccc(CCNC(=O)C2CCCN(c3nn4c(=O)cc(C)nc4s3)C2)cc1` (centres undefined)?
DAGLB inhibitor: -1; Arr AP2 block: 8; C-LANA FP: -1.6; RTF Ca sens inh: -1; PvdQ inh: -5; Keap1 Nrf2 FP: -2; NSD2 HMT inh: 4; PKA-R2B activ: -6; SR-BI DiI-HDL act: -8; SR-BI HDL uptake: 8

What do the screens show for `CC(C)c1nc2oc3c(NCc4ccccn4)ncnc3c2c2c1COC(C)(C)C2`?
DAGLB inhibitor: 0; Arr AP2 block: -5; C-LANA FP: -0.7; RTF Ca sens inh: -3; PvdQ inh: -13; Keap1 Nrf2 FP: -4; NSD2 HMT inh: 4; PKA-R2B activ: -24; SR-BI DiI-HDL act: 13; SR-BI HDL uptake: -13

What do the screens show for `CCOC(=O)c1cc(-c2ccccc2)n(CC(=O)Nc2ccc(OC)c(OC)c2)c1C`?
DAGLB inhibitor: -2; C-LANA FP: -0.1; RTF Ca sens inh: 11; PvdQ inh: 12; Keap1 Nrf2 FP: 4; NSD2 HMT inh: -1; PKA-R2B activ: -6; SR-BI DiI-HDL act: 3; SR-BI HDL uptake: -3

What do the screens show for `CN1CC(c2ccccc2)C(c2ccc(Cl)cc2)=N1` (centres undefined)?
DAGLB inhibitor: -6; Arr AP2 block: 0; C-LANA FP: -0.4; RTF Ca sens inh: -19; PvdQ inh: -5; Keap1 Nrf2 FP: 0; NSD2 HMT inh: -3; PKA-R2B activ: 0; SR-BI DiI-HDL act: -5; SR-BI HDL uptake: 5

Results for O=C(NC1=NCCS1)c1ccc(-c2ccc(Cl)cc2)o1 ?
DAGLB inhibitor: 2; Arr AP2 block: -5; C-LANA FP: 0.2; RTF Ca sens inh: -9; PvdQ inh: -6; Keap1 Nrf2 FP: -1; NSD2 HMT inh: 13; PKA-R2B activ: -5; SR-BI DiI-HDL act: -5; SR-BI HDL uptake: 5

Results for Cc1cccc(N2CCN(c3nc4ccc(Cl)cc4n4cnnc34)CC2)c1C ?
DAGLB inhibitor: -8; Arr AP2 block: 5; C-LANA FP: -0.6; RTF Ca sens inh: -6; PvdQ inh: -14; Keap1 Nrf2 FP: -1; PKA-R2B activ: 0; SR-BI DiI-HDL act: -21; SR-BI HDL uptake: 18

Results for CC1CC(=O)C2=C(C1)Nc1nc3ccccc3n1C2c1cccnc1 (centres undefined) ?
DAGLB inhibitor: -1; Arr AP2 block: 28; C-LANA FP: -0.9; RTF Ca sens inh: -1; PvdQ inh: 5; Keap1 Nrf2 FP: -1; NSD2 HMT inh: -3; PKA-R2B activ: -4; SR-BI DiI-HDL act: 10; SR-BI HDL uptake: -10

What do the screens show for `C=CCCC(=O)Nc1nc(C)c(-c2csc(Nc3cc(OC)ccc3OC)n2)s1`?
DAGLB inhibitor: 5; Arr AP2 block: 15; C-LANA FP: -2.0; RTF Ca sens inh: -30; PvdQ inh: -7; Keap1 Nrf2 FP: -1; PKA-R2B activ: -7; SR-BI DiI-HDL act: -56; SR-BI HDL uptake: 56

Compounds were not picked by outcome. About 2.1% of those tested had a hit in this group.
